thrombin 1536: blocks human thrombin protease activity; P00734; alpha-thrombin, Boc-VPR-AMC fluorogenic substrate cleavage; inhibition, % at 5 µM; hit rate 0.26% among 220,000;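 active means inhibition at or above 40%; inactive means inhibition below 40%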;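 further: 0% = enzyme with no compound and 100% = wells without enzyme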
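Material: Human alpha-thrombin protein | Buffer or medium: pH 7.5 Tris-saline with Tween 20 | Reagent: Boc-VPR-AMC substrate, 15 µM final | Schedule: Reaction at ambient temperature | Detection: AMC fluorescence at 355 nm excitation and 460 nm emission | Evaluation: Percent inhibition scaled between no-compound controls and no-enzyme blanks | Controls: no-compound enzyme wells and no-enzyme blanks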
14-3-3 Bad PPI: disrupts binding of bovine 14-3-3 zeta to phospho-Bad peptide; hit rate 0.71% among 220,000; AID 781; TR-FRET 14-3-3zeta/Dy647-pBad peptide displacement, 1 h; inhibition, % at 21.7 µM;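 active means inhibition above about 70%, limit read from the data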;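 further: 0% = full 14-3-3 plus peptide FRET controls and 100% = background without 14-3-3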
hK5 inh: kallikrein 5 (human) inhibition; AID 873; hit rate 0.59% among 210,000; recombinant hK5, fluorogenic AMC substrate cleavage; inhibition, % at 5 µM;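 active means inhibition of 40% or more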;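 further: 0% = enzyme controls without compound and 100% = no-enzyme blanks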
FXIIa inh 1536: factor XIIa (human) inhibition | P00748 | inhibition, % at 5 µM | hit rate 0.3% among 220,000 | purified FXIIa, Boc-QGR-AMC fluorogenic substrate, 2 h; in the data active means inhibition above about 40%;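 further: 0% = enzyme with no compound and 100% = blank without enzyme; many of its hits are not listed in these tables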
Hck Nef HTS: human Hck-Nef kinase inhibition. hit rate 0.68% among 220,000. inhibition, % at 20 µM. Recombinant Hck-YEEI plus Nef, Z-Lyte FRET kinase assay. AID 463187;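 active means Hck-Nef kinase inhibition above about 50%, limit read from the data; inactive means inhibition below that limit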;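 further: 0% = DMSO with Hck plus Nef and 100% = Hck alone without Nef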
Runt-SMMHC FRET: inhibitors of human RUNX1 Runt domain binding to CBFb-SMMHC; Q01196+Q13951; Cerulean-Runt/Venus-CBFb-SMMHC FRET ratio 530/480, 1 h; inhibition, % at 20 µM; hit rate 0.74% among 220,000;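 active means mean inhibition across duplicate retests at 20 µM reaching about 50%, limit read from the data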;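 further: 0% = DMSO wells and 100% = wells with excess untagged CBFb-SMMHC; inhibitors lower the FRET ratio by blocking Runt binding to CBFb-SMMHC; some results filed as inactive read as strong as hits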
Target sequence (Q01196 whole entry, looked up, the tested form may be a part): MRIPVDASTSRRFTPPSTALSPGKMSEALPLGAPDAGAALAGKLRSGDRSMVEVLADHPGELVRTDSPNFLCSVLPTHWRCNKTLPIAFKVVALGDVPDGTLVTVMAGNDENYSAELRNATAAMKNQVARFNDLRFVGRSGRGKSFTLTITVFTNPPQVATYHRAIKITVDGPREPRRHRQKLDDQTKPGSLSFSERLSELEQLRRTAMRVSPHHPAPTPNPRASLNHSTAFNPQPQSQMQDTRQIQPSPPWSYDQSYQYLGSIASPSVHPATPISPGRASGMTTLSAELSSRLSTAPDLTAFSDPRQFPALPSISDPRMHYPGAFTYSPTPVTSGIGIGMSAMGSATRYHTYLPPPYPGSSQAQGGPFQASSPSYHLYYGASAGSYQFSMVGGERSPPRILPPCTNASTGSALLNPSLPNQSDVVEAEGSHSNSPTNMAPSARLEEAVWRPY
Target sequence (Q13951 whole entry, looked up, the tested form may be a part): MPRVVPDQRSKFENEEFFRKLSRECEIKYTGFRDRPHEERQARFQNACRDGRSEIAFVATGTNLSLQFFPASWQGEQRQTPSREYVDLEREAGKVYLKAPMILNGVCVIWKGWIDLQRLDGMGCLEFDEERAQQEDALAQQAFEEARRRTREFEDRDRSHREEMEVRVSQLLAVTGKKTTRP
Wee1 degr inh: human Wee1 degradation inhibition, primary screen. P30291. HeLa Luc-Wee1K328M stability, luciferase luminescence; 100% = proteasome inhibitor MG132 effect. reporter increase, % at 5 µM. hit rate 1.2% among 220,000;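 active means activation above the mean of all tested compounds plus 3 SD, set per screening run, cut at about 8.8% in these data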;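 further: cells exposed to compound for 20 h before luminescence read; 0% = DMSO alone and 100% = MG132 at 30 µM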
Runt-CBFb FRET: Runt domain-CBFb interaction inhibition; Q01196+Q13951; Cerulean-Runt/Venus-CBFb FRET ratio 530/480, 1 h; inhibition, % at 20 µM; hit rate 0.46% among 220,000; AID 1496;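 active means inhibition over about 50% at 20 µM in the single-dose screen, limit read from the data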;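 further: 0% = DMSO wells and 100% = excess unlabeled CBFb competitor control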
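Assay system: Cerulean-tagged RUNX1 Runt domain (FRET donor) fusion protein / Amount: 100 nM each of Venus-CBFb and Cerulean-Runt domain / Medium: Tris buffer pH 7.5 with salts and BSA / Also added: Venus-CBFb 100 nM / Schedule: 1 h complex formation plus 1 h compound treatment, room temperature / Signal: FRET fluorescence / Read-out: loss of energy transfer signal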
FXIa inh: inhibitors of human coagulation factor XIa. P03951. purified FXIa, Boc-Glu-Ala-Arg-AMC fluorogenic substrate. inhibition, % at 5 µM. hit rate 0.14% among 220,000;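 active means inhibition of at least 40%; inactive means inhibition below 40%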;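 further: fluorescence of freed AMC excited at 355 nm; 0% = enzyme without compound and 100% = no enzyme blank; many of its hits are not listed in these tables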
An asterisk follows results filed as active; x = no result given; [ ] = dose if it differs, or a comment. This is a random part of the collection; 4.2% or so of the library scored in one or more.

thrombin 1536,14-3-3 Bad PPI,Molecule,hK5 inh,FXIIa inh 1536,Hck Nef HTS,Runt-SMMHC FRET,Wee1 degr inh,Runt-CBFb FRET,FXIa inh
-1,5,Cn1c(=O)oc2cc(S(=O)(=O)N3CCC(C(=O)NCC4COc5ccccc5O4)CC3)ccc21 (stereo not given),-5,14,0,-2,-1,-2,-1
1,-5,Cc1c(NC(=O)C2CC(c3cccc(Br)c3)=NO2)c(=O)n(-c2ccccc2)n1C (stereo not given),-10,3,4,-1,-1,0,-6
-10,1,CN(C)/C=N/c1[nH]ncc1C#N,-6,7,27,0,2,2,-3
2,-11,CCN(CC)C(=O)C1CC(=O)OC1(C)C (stereo not given),2,17,-1,-3,-2,2,1
-4,-3,COc1ccc(OCc2cccc(C(=O)NN)c2)cc1,-12,7,2,-1,-4,1,4
-4,24[fluorescence artefact?],O=C(NC1CCCC1)C(c1cccs1)N(Cc1ccco1)C(=O)c1csnn1 (stereo not given),0,1,1,5,0,9,0
1,-11,C=CCNc1sc(C(=O)c2ccccc2)c(N)c1C#N,-5,9,2,-5,-1,-14,2
-2,-4,Cc1ccc(Nc2nc(C)c3c(n2)CC(C)CC3=O)c(C)c1 (stereo not given),3,6,9,-2,-2,-1,6
-1,-6,COc1cc(/C=N\NC(=O)CNC(=O)C(c2ccccc2)c2ccccc2)ccc1O,-1,9,12,0,1,5,1
-5,-15,COc1cc(OC)nc(NC(=O)NS(=O)(=O)c2ccc(F)cc2)n1,-14,7,4,3,-2,0,3
-5,-2,Cc1ccsc1/C=N/NC(=O)CNC(=O)c1ccc(S(=O)(=O)N(C)C)cc1,-5,4,21,1,0,0,-5
-8,-8,Cc1nc2cc(NC(=O)NC3CC3)ccc2n1C,-1,6,19,0,13*,2,-5
-1,8[fluorescence artefact?],CC(C)C(OC(=O)CN1C(=O)COc2ccccc21)C(=O)NC1CCCC1 (stereo not given),5,13,0,0,-2,-1,2
1,0[fluorescence artefact?],COc1cccc(N=C2SC(C(=O)Nc3ccccc3F)CC(=O)N2C)c1 (stereo not given),-11,11,-1,-1,0,-2,6
6,8,O=C(COc1ccc(S(=O)(=O)N2CCOCC2)cc1)Nc1ccc(Cl)c(C(F)(F)F)c1,4,15,-19,3,2,-1,0
-4,1,CC1Cc2ccccc2N1C(=O)c1cnc2sccn2c1=O (stereo not given),-2,19,2,-7,0,0,9
-10,-5,CCn1ccc(C(=O)Nc2ccc(Cl)cn2)n1,13,-2,3,-3,2,1,-15
-6,-8,CC(=O)Cn1c2ccccc2n2nc(CCC(=O)O)c(=O)nc12,-5,4,16,3,-3,2,-6
-4,9,CC1=C(C(=O)OCc2ccccc2)C(c2ccc(C)o2)C2=C(CCCC2=O)N1 (stereo not given),11,15,-8,2,1,-1,3
-5,4[fluorescence artefact?],COc1ccccc1/C=N/NC(=O)C(C)Cn1cnc2ccccc21 (stereo not given),13,4,4,4,-1,0,-3

Reprinted at random: 2 entries already listed.
thrombin 1536,14-3-3 Bad PPI,Molecule,hK5 inh,FXIIa inh 1536,Hck Nef HTS,Runt-SMMHC FRET,Wee1 degr inh,Runt-CBFb FRET,FXIa inh
1,0[fluorescence artefact?],COc1cccc(N=C2SC(C(=O)Nc3ccccc3F)CC(=O)N2C)c1 (stereo not given),-11,11,-1,-1,0,-2,6
-2,-4,Cc1ccc(Nc2nc(C)c3c(n2)CC(C)CC3=O)c(C)c1 (stereo not given),3,6,9,-2,-2,-1,6

4 compounds out of the list above, ordered by their value in Runt-CBFb FRET, low to high:
thrombin 1536,14-3-3 Bad PPI,Molecule,hK5 inh,FXIIa inh 1536,Hck Nef HTS,Runt-SMMHC FRET,Wee1 degr inh,Runt-CBFb FRET,FXIa inh
-1,5,Cn1c(=O)oc2cc(S(=O)(=O)N3CCC(C(=O)NCC4COc5ccccc5O4)CC3)ccc21 (stereo not given),-5,14,0,-2,-1,-2,-1
-4,1,CC1Cc2ccccc2N1C(=O)c1cnc2sccn2c1=O (stereo not given),-2,19,2,-7,0,0,9
-8,-8,Cc1nc2cc(NC(=O)NC3CC3)ccc2n1C,-1,6,19,0,13*,2,-5
-1,-6,COc1cc(/C=N\NC(=O)CNC(=O)C(c2ccccc2)c2ccccc2)ccc1O,-1,9,12,0,1,5,1

(cont.)
thrombin 1536,14-3-3 Bad PPI,Molecule,hK5 inh,FXIIa inh 1536,Hck Nef HTS,Runt-SMMHC FRET,Wee1 degr inh,Runt-CBFb FRET,FXIa inh
-2,5,O=C(O)COCC(=O)NCc1nc(-c2ccc(C(F)(F)F)cc2)no1,0,11,21,-1,4,0,1
x,x,O=C(c1ccccc1F)N1CCc2ccccc21,x,x,0,-2,3,-1,x
2,1,Cc1ccc(NC(=O)COc2ccc(-n3cnnn3)cc2)cc1C,-11,16,4,0,-2,-4,9
15,14,Cc1cccc2cc(C(c3nnnn3CC3CCCO3)N3CCc4ccccc4C3)c(=O)[nH]c12 (stereo not given),43*,23,3,-18,-1,-4,6
-2,-8,O=C(OCc1ccccc1)C1CCCN1C(=O)c1cccs1 (stereo not given),16,-3,2,0,1,0,-9
-13,-8[fluorescence artefact?],CCN(CC)CCOC(=O)c1c(C)oc2ccc(O)cc12,-29,-2,0,1,2,-1,-1
-9,3,Cc1cccc(CC2CC(=O)N(CCc3ccc4c(c3)OCO4)C2=O)c1 (stereo not given),0,3,13,3,0,-1,-4
-6,2,CCOC(=O)C1(Cc2cccc(F)c2)CCN(C(=O)C2CCOCC2)CC1,x,6,-1,-1,0,-3,-5
-4,2,O=C(Cn1cc2c(n1)CCCCC2)Nc1c(F)c(F)cc(F)c1F,-4,-1,0,0,1,2,-3
-2,13,O=C(c1ccccn1)N1CCN(C(=O)c2ccccn2)CC1,-26,11,2,-7,5,-28,10
1,3,Cc1nc(C(=O)Nc2cccc(Cl)c2)nn1-c1cc(OC(C)C)c(Cl)cc1Cl,-27,4,-1,0,-3,2,3
3,-2,CN(C)[C@@H](CO)c1nnc([C@H](CC(=O)O)NC(=O)C2CCNCC2)o1,5,13,-7,0,-2,4,4
46*,-9,O=C(CSc1nc2nc[nH]c2c(=O)[nH]1)NC1CCCCC1,-20,-2,9,6,0,3,-11
-7,12,Cc1cc(NC(=O)c2ccc(NC(=O)C(C)Oc3ccccc3)cc2)no1 (stereo not given),-21,-8,0,-2,-2,0,-2
1,-3[fluorescence artefact?],O=C(COC(=O)CCc1nc2ccccc2s1)Nc1ccc(Cl)cn1,-10,4,3,0,2,0,10
6,0,O=C(Nc1ccccc1)c1ccc(-c2ccc(Br)cc2)o1,-7,21,-7,2,0,1,12
-2,3,CN1CCN(C2CC(=O)N(CCc3ccccc3)C2=O)CC1 (stereo not given),-3,12,13,-1,1,2,-3
-13,0,Cc1cccc(N2C(=O)C(O)=C(C(=O)c3cccs3)C2c2ccc(Cl)cc2)n1 (stereo not given),-1,0,3,-10,1,2,0
-4,-5,Nc1c(N(CCO)C(=O)COc2ccc(Cl)cc2)c(=O)[nH]c(=O)n1Cc1ccccc1,-22,8,5,1,-1,-1,7
2,-15,Cc1nn(Cc2ccccc2)c2c1C(c1ccccc1)C(C#N)=C(N)O2 (stereo not given),-9,8,0,-1,0,-2,5
16,7,Cc1ccc(C(=O)O)cc1NC(=S)NC(=O)C(c1ccccc1)c1ccccc1,17,2,0,2,0,1,-11
0,-10[fluorescence artefact?],CCOC(=O)N1CCN(C(=O)c2ccc(-n3c(=S)[nH]c4ccccc4c3=O)cc2)CC1,-13,12,0,0,-2,-3,5
-2,8[fluorescence artefact?],Cn1cnnc1SCCn1c(N2CCCCC2)nc2c1c(=O)[nH]c(=O)n2C,-12,16,5,0,0,-2,9
